# Screens deposited in PubChem by University of Kansas High Throughput Screening Laboratory.
# mHTT CaM bind: inhibitors of human mutant huntingtin-calmodulin interaction; P42858; AlphaScreen His-mHTT/GST-CaM binding, luminescence; inhibition, % at 15 µM; hit rate 3.6% among 190,000; AID 1671202;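 note: 0% = both proteins with DMSO and 100% = one protein alone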
# Pf apPOL inh: Pf-apPOL DNA polymerase inhibition; Recombinant Pf-apPOL, molecular beacon fluorescence, 1.5 h; hit rate 0.25% among 210,000; inhibition, % at 10 µM
# * = called active by the depositor; i = inactive; x = not tested or not shown; & = joins results of further samples. Cut-off read from the data, not from the text of the source: active = inhibition above about 50%; inactive = the rest.
# Results follow in this order: mHTT CaM bind, Pf apPOL inh
- O=C(c1nc(-c2ccccc2)nc2c1OCCO2)N1CCCC1
  -5.8, -1.6
- O=C(CC1Sc2ccccc2NC1=O)Nc1ccc(SC(F)F)cc1 (stereo not given)
  0.0, 0.9
- CCn1c(C2CCN(C(=O)NC(C)C)C2)nc2cccnc21 (stereo not given)
  3.8, -2.1
- CCCSc1nnc2c(n1)OC(c1cc3c(cc1[N+](=O)[O-])OCO3)Nc1ccccc1-2 (stereo not given)
  -6.0, 4.2
- Cn1cnnc1SCC(=O)NCc1cccc(C(F)(F)F)c1
  -2.0, -5.6
- CC(C)N1Cc2nnn(Cc3ccccc3)c2-c2cc(N3CCCC3)ccc2S1(=O)=O
  -16.0, -2.5
- CCCCNC(=O)C1CCc2sc(C(=O)N3CCCCCC3)cc2C1 (stereo not given)
  -3.8, -6.8
- O=S(=O)(Cc1ccccc1)Nc1nccs1
  -0.5, -1.6
- Cc1cccc(C(=O)N2CCc3[nH]nc(C(=O)NCc4ccccc4)c3C2)c1
  -1.1, -3.8
- CCCCN(C(=O)c1noc2c1CCCC2)C1CCN(C(C)=O)CC1
  -1.7, -4.3
- O=C(NCC(c1ccsc1)N1CCOCC1)Nc1ccc2c(c1)OCO2 (stereo not given)
  -14.2, -4.6
- O=[N+]([O-])c1ccc(Cl)c(N=Cc2nc(-c3ccccc3)oc2O)c1
  10.0, -1.2
- CC(C)CCNC(=O)C1(C)CCC(=O)N1CCC1=CCCCC1 (stereo not given)
  -0.3, -2.2
- O=C(Nc1ncn[nH]1)c1cccc(Br)c1
  6.8, 1.1
- Cc1sc2ncnc(N3CCCCC3)c2c1C(=O)NCc1ccccc1F
  -5.6, 0.3
- Cc1cccc(OCC(=O)O/N=C(\N)c2cccnc2)c1
  i, -2.5
- Cc1nc([N+](=O)[O-])cn1CC(O)c1ccc2c(c1)OCO2 (stereo not given)
  x, 0.5
- CCCOc1cccc(C(=O)Nc2cc(Cl)ccc2C(=O)O)c1
  -1.7, -5.1
- Cc1ccc(-c2csc(N)n2)cc1C
  19.8, -2.4
- CC1(C)C(=O)OC(c2ccccc2F)C(C)(C)C1=O (stereo not given)
  -1.0, -5.7

# Looked up above:
# Under mHTT CaM bind, O=C(NCC(c1ccsc1)N1CCOCC1)Nc1ccc2c(c1)OCO2 (stereo not given) has the entry -14.2
# Under mHTT CaM bind, CCn1c(C2CCN(C(=O)NC(C)C)C2)nc2cccnc21 (stereo not given) has the entry 3.8

# Further records follow.
# Results follow in this order: mHTT CaM bind, Pf apPOL inh
- CCn1c(/C(C#N)=C/c2ccc(OC)cc2)nc2ccccc21
  10.0, -1.7
- O=C(NCCc1nc(-c2ccc(C(F)(F)F)cc2)no1)c1ccccc1Cl
  -6.0, -10.3
- O=C(CSc1ncccn1)Nc1ccc([N+](=O)[O-])cn1
  -3.0, -2.5
- Cc1sc(NC(=O)C2CCCO2)c(C(N)=O)c1C (stereo not given)
  1.8&7.6, -2.2
- Cc1ccc(N=Cc2cc(C)cc(I)c2O)c(O)c1
  42.0, 1.3
- CCc1nccn1Cc1nc(-c2ccc(C)cc2)no1
  2.4, -3.4
- C=C(C)COc1ccc2c(=O)c(Oc3ccccc3OC)c(C)oc2c1
  -6.2, 2.8
- Cc1cc(C2CCCN2C(=O)Nc2ccc(Br)cc2F)no1 (stereo not given)
  -15.4, -0.3
- Cc1ccc(C2=CC(c3ccccc3F)n3ncnc3N2)cc1 (stereo not given)
  7.0, -6.1
- CN(CC#N)C(=O)Cn1cc2c(n1)CCCCCC2
  -6.9, -4.7
- O=C(Cn1nnc2ccccc2c1=O)N1CCN(c2ccc(F)cc2)CC1
  9.0, -8.8
- COc1ccc(/C(C)=C/C(=O)C(C)(C)C)cc1
  -23.2, -0.7
- O=C(Nc1ccc(Br)cc1C(F)(F)F)C(F)(F)F
  x, 2.2
- CSc1nc(SC)c2c3c([nH]c2n1)CCCC3
  -2.0, -7.6
- Cc1ccc(S(=O)(=O)N(CC(=O)Nc2cccc(F)c2)c2ccccc2F)cc1
  17.6, 0.7
- CCc1noc(-c2cccn2Cc2cc(F)cc(F)c2)n1
  -51.6, -0.5
- Cn1cc(C(=O)NC2CCN(Cc3ccccc3)CC2)c2cccnc21
  12.2, -2.2
- O=c1oc2ccccc2c(O)c1C=Nc1ccccn1
  0.0, -3.6
- O=C1NC2(CCN(C(=O)Cc3ccccc3)CC2)Nc2c(Cl)cccc21
  4.6, -3.9
- CC(C)(C)OC(=O)NC1CCN(C(=O)Nc2ccc(OCc3ccccc3)cc2)CC1
  x, -11.5

# Next records.
# Results follow in this order: mHTT CaM bind, Pf apPOL inh
- O=C(NCCCc1ccccc1)c1cc2n(n1)CCCN(Cc1ccc(F)cc1)C2=O
  -2.6, 6.9
- COc1ccc(Cl)cc1N1C(=O)C2CCCN2C1c1ccccc1C (stereo not given)
  -8.6, -2.1
- O=C(NCCC1CCN(C(=O)Nc2cccc(Cl)c2)CC1)c1ccccc1F
  -11.2, 1.1
- O=C(Nc1ccc(-c2nc3ccccc3s2)cc1)c1ccc([N+](=O)[O-])o1
  -2.7, -1.7
- Cc1ccc(N=Cc2cc(Cl)cc([N+](=O)[O-])c2O)c(C)c1
  7.0, -4.7
- O=C(c1ccncc1)N1N=C(c2ccc(Cl)cc2)CC1(O)C(F)(F)F (stereo not given)
  58.0*, -0.3
- COc1ccc(-c2cc(C(=O)N3CCOCC3)c3ccccc3n2)c(OC)c1
  -7.2, -7.1
- Cc1ccc(NC(=O)c2cc(N3C(=O)CCC3=O)ccc2N2CCOCC2)cc1
  2.0, -0.5
- O=C(CSCc1ccccc1)N1CCCC(COCc2ccccc2)C1 (stereo not given)
  9.1, -14.2
- O=C(Nc1ccccn1)c1ccc(-c2nc(-c3ccccc3)no2)cc1
  -9.4, -1.3
- CN(CCCNC(=O)C1CCCN(c2nnc3ccccn23)C1)c1ccccc1 (stereo not given)
  39.0, -3.9
- Cc1cc(C)c2c(=O)[nH]c(SCC(=O)Nc3ccccc3)nc2n1
  -6.0, -2.8
- Cc1ccc(NC(=O)COc2ccccc2)cc1-c1nc2ncccc2o1
  5.0, -0.1
- CC(C)C(=O)N1CCc2c(c(C(=O)NCc3ccccc3)nn2C)C1
  0.2, -5.9
- COc1ccc(C2C3C=CCC(c4cccc(/C=C/c5ccccc5)c4)C3C(=O)N2Cc2ccccc2)cc1Cl (stereo not given)
  11.7, 0.7
- O=C(Nc1ccc(F)cc1F)N1CCC(n2cnc3cc(Cl)ccc3c2=O)CC1
  -7.6, -3.5
- O=C(NCCc1csc(C2CCN(C(=O)Nc3ccc(F)cc3)CC2)n1)C1CC1
  7.1, 1.4
- N#CC1=CN(c2cccc(C(F)(F)F)c2)c2cc(F)ccc2S1(=O)=O
  -8.3, 1.4
- N#Cc1ccc(NC(=O)c2cc3nc(-c4cccs4)cc(C(F)(F)F)n3n2)cc1
  4.0, 4.3
- CCc1ccc2nc(N3CCC(C(=O)NCCN(CC)CC)CC3)sc2c1
  0.0, 3.4

# Complete entries, quoted from the list. Order of screens: mHTT CaM bind	Pf apPOL inh
# O=C(Nc1ccccn1)c1ccc(-c2nc(-c3ccccc3)no2)cc1 is listed with -9.4	-1.3
# CCCOc1cccc(C(=O)Nc2cc(Cl)ccc2C(=O)O)c1 is listed with -1.7	-5.1
# O=C(Nc1ccc(F)cc1F)N1CCC(n2cnc3cc(Cl)ccc3c2=O)CC1 is listed with -7.6	-3.5

# Random excerpt: five compounds from above.
# Results follow in this order: mHTT CaM bind, Pf apPOL inh
- O=C(c1ccncc1)N1N=C(c2ccc(Cl)cc2)CC1(O)C(F)(F)F (stereo not given)
  58.0*, -0.3
- COc1ccc(C2C3C=CCC(c4cccc(/C=C/c5ccccc5)c4)C3C(=O)N2Cc2ccccc2)cc1Cl (stereo not given)
  11.7, 0.7
- COc1ccc(Cl)cc1N1C(=O)C2CCCN2C1c1ccccc1C (stereo not given)
  -8.6, -2.1
- O=C(CSCc1ccccc1)N1CCCC(COCc2ccccc2)C1 (stereo not given)
  9.1, -14.2
- CC(C)C(=O)N1CCc2c(c(C(=O)NCc3ccccc3)nn2C)C1
  0.2, -5.9

# (next part)
# Results follow in this order: mHTT CaM bind, Pf apPOL inh
- O=C(CSc1nnc(-c2cccnc2)n1C1CCCCC1)Nc1ccc(Br)cc1
  -1.8, -0.2
- Cc1cccc(CNC(=O)CC2Sc3ncccc3N(C)C2=O)c1 (stereo not given)
  -2.2, 1.7
- CS(=O)(=O)c1ccc(Cc2nnc(NC(=O)C3CCCC3)o2)cc1
  -8.6, -7.2
- O=C(O)c1ccc(O)c(C=Nc2cccc(-c3nc4ccccc4o3)c2)c1
  3.0, 35.2
- COc1ccc(N=C(C)c2c(C(F)(F)F)[nH]n(-c3nc4ccccc4s3)c2=O)c(OC)c1
  2.0, -1.0
- Cn1nccc1-c1cccc(-c2noc(-c3ccc(Cl)cc3)n2)c1
  0.0, -1.6
- C=CCNC(=O)CN(c1ccc(C)cc1)S(=O)(=O)c1ccc(SC)cc1
  3.6, 1.2
- COCCNC(=O)Cn1c(CO)cnc1SCC(=O)NCc1ccc(F)cc1
  -13.2, -4.0
- CCc1ccc(S(=O)(=O)N=C2C=C(Nc3ccccc3)C(=O)c3ccccc32)cc1
  93.0*, 2.5
- O=S1(=O)CC(N2CCN(c3ccccn3)CC2)CN1Cc1ccccc1 (stereo not given)
  -5.6, -3.4
- Clc1nc2nonc2nc1Nc1ccc(Br)cc1
  -0.4, x
- CCc1nc(NCCN(CC)CC)c(C#N)c2c1COC(C)(C)C2
  -5.0, -4.4
- CCS(=O)(=O)Nc1ccc(C2(C(=O)NCc3ccccc3C)CCC2)cc1
  -13.2, -4.8
- O=C1C=C(Nc2ccccc2)CC(c2ccccc2)C1 (stereo not given)
  -0.8, -6.0
- COc1ccc(C(=O)N2CCc3c(c(C(=O)NCc4cccc(C)c4)nn3C)C2)cc1
  9.8, 0.4
- COCCCNC(=O)C1(C)CCC(=O)N1c1cc(OC)cc(OC)c1 (stereo not given)
  -7.8, -2.8
- O=C(Nc1cccnc1)N1CCC(Oc2ccc(Cl)cc2)CC1
  0.8, -3.4
- CCCCN(CC)S(=O)(=O)c1ccc(C(=O)Nc2nnc(-c3ccc(F)cc3)o2)cc1
  34.0, -14.5
- Brc1ccc(CN2CCN(c3ccccc3)CC2)s1
  10.9, -6.1
- CSc1cccc(NC(=O)c2ccc(N(Cc3ccccc3Cl)S(C)(=O)=O)cc2)c1
  6.3, 2.6

# Carrying on:
# Results follow in this order: mHTT CaM bind, Pf apPOL inh
- O=C(NCCN1CCOCC1)c1nn2c(c1Cl)NC(c1ccccc1)CC2C(F)(F)F (stereo not given)
  7.0, 6.5
- O=C(c1ccc(F)cc1)N1CCC(CCNS(=O)(=O)c2ccc(F)cc2F)CC1
  31.6, 1.4
- C(=CC=Cc1ccc2ccccc2c1)C=Cc1ccccc1
  x, -0.5
- COc1ccc(CC(=O)NCc2ccc(F)cc2)cc1
  -0.3, 5.1
- Cc1ccc(OCC(O)CN2CCN(c3ccccc3)CC2)cc1C (stereo not given)
  17.6, -1.7
- Cn1c(C2CCN(S(=O)(=O)c3ccc(Br)cc3)C2)nc2cccnc21 (stereo not given)
  -0.9, -0.6
- CSC1=C(C#N)C2(CCCC2)C(C#N)C(=O)N1 (stereo not given)
  1.9, -2.8
- O=C(CCc1ccccc1)N1CCCC1c1cccc(F)c1 (stereo not given)
  -1.4, -6.8
- O=C(NCCN1CCCCC1)c1cc2n(n1)CCCN(Cc1ccc(Cl)cc1)C2=O
  24.2, 1.1
- COc1ccc(-c2nnc(-c3cc4cc(OC)ccc4oc3=O)o2)cc1
  26.0, 3.2
- CC(=O)C1=C(C)NC(=O)NC1c1cccc([N+](=O)[O-])c1 (stereo not given)
  3.6, 2.2
- COc1ccc(C)cc1NC(=O)C1CC(=O)N(CCc2c[nH]c3ccc(Cl)cc23)C1 (stereo not given)
  14.2, -2.0
- CC(C)Oc1ccc(-c2nc3s/c(=C\c4ccco4)c(=O)n3n2)cc1
  -3.0, -0.7
- COc1ccccc1OCc1nc2ccccc2n1Cc1ccccc1
  7.0, 9.1
- NS(=O)(=O)c1ccc(-c2ccc(C=O)o2)cc1
  -2.8, -7.5
- Cn1c(=O)c2c(nc(-n3ccnc3)n2C)n(C)c1=O
  0.1, x
- Cc1noc(C)c1C1CCCN1Cc1cn[nH]c1-c1cccc(Br)c1 (stereo not given)
  10.8, 1.8
